Assay outcomes (PubChem BioAssay)
ADAM17 inh = ADAM17 inhibition, QFRET primary screen. P78536. recombinant ADAM17, EDANS/DABCYL FRET peptide cleavage. inhibition, % at 6.95 µM. 0.83% of 370,000 active;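 active means inhibition above the mean of compounds lying between control limits plus 3 SD, set per campaign, cut at about 8.5% in these data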;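 further: 0% = DMSO-only wells as the low control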
SMARCA2 activ = increases SMARCA2 function in MMTV reporter cells | MG213 cells, MMTV-luciferase reporter, dexamethasone, overnight | activation, % at 9.1 µM | 1% of 370,000 active | AID 652017; in the data active means activation above about 7.8%;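 further: 0% = vehicle wells and 100% = reference activator wells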
MBD2 DNA inh = blocks human MBD2 binding to methylated DNA; TR-FRET, MBD2 binding to methylated oligonucleotide; inhibition, % at 4.4 µM; 0.31% of 370,000 active; AID 686964; in the data active means inhibition above about 13%
Target sequence (Q9UBB5 whole entry, looked up): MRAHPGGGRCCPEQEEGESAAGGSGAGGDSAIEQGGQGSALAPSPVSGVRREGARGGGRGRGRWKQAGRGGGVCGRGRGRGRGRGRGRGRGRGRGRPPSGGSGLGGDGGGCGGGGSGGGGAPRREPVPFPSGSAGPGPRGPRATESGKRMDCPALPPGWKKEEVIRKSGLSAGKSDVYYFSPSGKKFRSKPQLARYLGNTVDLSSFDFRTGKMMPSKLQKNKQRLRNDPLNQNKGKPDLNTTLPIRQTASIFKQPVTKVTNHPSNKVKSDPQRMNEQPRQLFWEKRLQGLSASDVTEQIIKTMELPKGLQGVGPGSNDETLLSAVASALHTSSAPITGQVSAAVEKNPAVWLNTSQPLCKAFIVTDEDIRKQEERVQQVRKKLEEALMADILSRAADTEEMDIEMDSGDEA
DAX1 inh-1 = inhibitors of human orphan nuclear receptor DAX1 (NR0B1) | HEK293 Gal4-DAX1 luciferase reporter, luminescence | inhibition, % at 6.75 µM | AID 504766 | 0.99% of 340,000 active | P51843;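 active means inhibition above the mean over all tested compounds plus 3 SD, cut at about 4.2% in these data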;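 further: 0% = DAX1-transfected cells with DMSO and 100% = empty-vector control cells with DMSO; inhibition shows as a rise in luminescence from relieved DAX1 repression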
Target sequence (P51843 207-470 limits assumed): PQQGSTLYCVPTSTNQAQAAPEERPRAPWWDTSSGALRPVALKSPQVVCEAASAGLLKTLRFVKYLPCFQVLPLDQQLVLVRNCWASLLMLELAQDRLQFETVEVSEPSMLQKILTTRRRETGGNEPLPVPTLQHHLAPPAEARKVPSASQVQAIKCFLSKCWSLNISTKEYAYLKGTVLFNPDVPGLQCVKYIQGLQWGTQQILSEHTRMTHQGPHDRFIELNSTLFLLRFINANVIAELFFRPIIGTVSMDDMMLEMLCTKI
hgDAF12 agonist = hgDAF-12 agonism, primary luciferase screen; AID 687014; activation, % at 6.8 µM; HEK293 GAL4-hgDAF12 UAS-luciferase reporter, agonist luminescence; normalized to butyrate control; 1.8% of 370,000 active;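 active means activation above a cutoff set at the mean of all screened compounds plus 3 SD, cut at about 10% in these data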;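 further: 0% = DMSO wells and 100% = sodium butyrate wells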
Rev-erbA mod = Rev-erb alpha (human) modulation; 0.79% of 370,000 active; Rev-erbα–FITC-DNA binding, fluorescence polarization, 90 min; P20393; activity, % at 10 µM;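 active means activity above about 14%, limit read from the data; passing the limit was not always enough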;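 further: 0% = DMSO wells with 35 nM protein and 100% = DMSO wells with 750 nM protein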
PLC-beta3 inh = blocks human PLC-beta3 enzyme activity; Q01970; AID 720704; 0.18% of 370,000 active; inhibition, % at 12.2 µM; Purified PLC-beta3, fluorogenic substrate, fluorescence; in the data active means inhibition above about 11%;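 further: 0% = median of compound wells on plate and 100% = full blocker control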
ssDAF-12 act = S. stercoralis DAF-12 activation, primary screen | 1% of 370,000 active | activation, % at 6.8 µM | HEK293 ssDAF-12/GRIP1 lit1-tk-luc reporter, luminescence; % of 3 µM dafachronic acid response;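 active means activation above the mean over all tested compounds plus 3 SD, cut at about 0.9% in these data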;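 further: 0% = DMSO-only wells and 100% = 3 µM delta7-dafachronic acid wells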
DAX1 inh-2 = DAX1 (NR0B1) inhibition, primary screen; inhibition, % at 6.8 µM; 1.1% of 370,000 active; HEK293T StAR-luciferase reporter, SF-1/DAX-1 repression relief; AID 652010;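 active means inhibition above the mean over all tested compounds plus 3 SD, cut at about 3.6% in these data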;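 further: 0% = DAX-1 cells with DMSO and 100% = cells lacking DAX-1 with DMSO; higher inhibition means more luminescence from relief of DAX-1 repression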
PLCg1 inh = blocks human PLC-gamma1 enzyme activity; P19174; purified PLC-gamma1, fluorogenic substrate, fluorescence; inhibition, % at 12.2 µM; 0.84% of 370,000 active; AID 720700; in the data active means inhibition above about 9.5%
hcDAF12 agonist = activates DAF-12 receptor from parasite H. contortus | HEK293 hcDAF-12 lit1-tk-luc reporter, luminescence; 0% DMSO, 100% Δ7-dafachronic acid | activation, % at 6.8 µM | 1.4% of 370,000 active | AID 652067;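 active means activation above the mean of all tested compounds plus 3 SD, cut at about 5.5% in these data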;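 further: 100% = response to 3 µM Δ7-dafachronic acid high control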
* hit, by the source's call. Compounds were not picked by outcome, and some 7.4% of all compounds hit somewhere here.

Results for CSc1nnc(N2C(=O)C(O)=C(C(=O)c3ccco3)C2c2cccc(Cl)c2)s1 (stereo unspecified) ?
ADAM17 inh: 0.3; SMARCA2 activ: 0.5; MBD2 DNA inh: -2.8; DAX1 inh-1: 0.7; hgDAF12 agonist: 1.7; Rev-erbA mod: 30.6*; PLC-beta3 inh: -120.8; ssDAF-12 act: -0.7; DAX1 inh-2: -0.1; PLCg1 inh: -70.6; hcDAF12 agonist: -0.6

What do the screens show for `Cc1cc(C)c2c(-n3cccc3)c(C(=O)NNS(=O)(=O)c3ccccc3)sc2n1`?
ADAM17 inh: -4.3; SMARCA2 activ: -2.3; MBD2 DNA inh: -3.6; DAX1 inh-1: -0.5; hgDAF12 agonist: -2.5; Rev-erbA mod: 1.8; PLC-beta3 inh: -5.7; ssDAF-12 act: -1.4; DAX1 inh-2: -0.2; PLCg1 inh: -3.7; hcDAF12 agonist: -0.5

How did Cc1ccc(S(=O)(=O)Nc2cncnc2NS(=O)(=O)c2ccc(C)cc2)cc1 do in these assays?
ADAM17 inh: -2.6; SMARCA2 activ: -0.8; MBD2 DNA inh: 5.6; DAX1 inh-1: -0.3; hgDAF12 agonist: 1.5; Rev-erbA mod: 5.3; PLC-beta3 inh: -0.1; ssDAF-12 act: -1.4; DAX1 inh-2: -0.7; PLCg1 inh: -2.3; hcDAF12 agonist: -1.8

Results for Cc1cccc(C)c1NC(=O)CN(C)C(=O)c1ccc2c(=O)n3c(nc2c1)CCC3 ?
ADAM17 inh: -7.8; SMARCA2 activ: -2.4; MBD2 DNA inh: -5.1; DAX1 inh-1: 0.3; hgDAF12 agonist: -2.5; Rev-erbA mod: -0.5; PLC-beta3 inh: -11.2; ssDAF-12 act: -0.7; DAX1 inh-2: -1.5; PLCg1 inh: -0.3; hcDAF12 agonist: -0.7

Results for CC(Sc1nnc(-c2ccco2)n1C)C(=O)Nc1ccc(N2CCOCC2)cc1 (stereo unspecified) ?
ADAM17 inh: -3.2; SMARCA2 activ: 0.0; MBD2 DNA inh: 0.7; DAX1 inh-1: 0.4; hgDAF12 agonist: 0.8; Rev-erbA mod: -1.8; PLC-beta3 inh: -6.2; ssDAF-12 act: -1.4; DAX1 inh-2: -0.3; PLCg1 inh: -0.8; hcDAF12 agonist: 1.1

Results for O=C(NC1CC1)c1ccc(-c2ccc3nccn3c2)cc1 ?
ADAM17 inh: -7.2; SMARCA2 activ: 1.4; MBD2 DNA inh: -3.2; hgDAF12 agonist: 1.5; Rev-erbA mod: -1.4; PLC-beta3 inh: -23.4; ssDAF-12 act: -1.2; DAX1 inh-2: 1.9; PLCg1 inh: -19.2; hcDAF12 agonist: -0.5

How did Cc1oc2c(c(C)cc3oc(=O)c(CC(=O)NCCC(=O)O)c(C)c32)c1C do in these assays?
ADAM17 inh: -123.0; SMARCA2 activ: -0.6; MBD2 DNA inh: -5.2; DAX1 inh-1: 1.2; hgDAF12 agonist: -0.2; Rev-erbA mod: -0.3; PLC-beta3 inh: inactive; ssDAF-12 act: -0.4; DAX1 inh-2: 0.3; PLCg1 inh: inactive; hcDAF12 agonist: -1.7

How did Cc1ccc(NC(=O)C2CCN(S(=O)(=O)c3ccc4c(c3)NC(=O)CO4)CC2)cc1 do in these assays?
ADAM17 inh: 3.8; SMARCA2 activ: -1.8; MBD2 DNA inh: -0.7; DAX1 inh-1: -1.1; hgDAF12 agonist: -0.1; Rev-erbA mod: -7.8; PLC-beta3 inh: -7.0; ssDAF-12 act: -0.5; DAX1 inh-2: -0.2; PLCg1 inh: -2.6; hcDAF12 agonist: -2.0

Results for COc1ccc(C(=O)N/C(=C/c2cccs2)C(=O)N2CCN(C)CC2)cc1 ?
ADAM17 inh: 3.2; SMARCA2 activ: -3.5; MBD2 DNA inh: 0.5; DAX1 inh-1: 0.0; hgDAF12 agonist: -3.4; Rev-erbA mod: -6.9; PLC-beta3 inh: -1.1; ssDAF-12 act: -0.9; DAX1 inh-2: 0.8; PLCg1 inh: 1.7; hcDAF12 agonist: -1.5

What do the screens show for `O=C(CN1C(=O)c2ccccc2S1(=O)=O)NCCSCc1ccccc1Cl`?
ADAM17 inh: 1.7; SMARCA2 activ: -0.3; MBD2 DNA inh: -3.0; DAX1 inh-1: 0.8; hgDAF12 agonist: 2.3; Rev-erbA mod: -5.7; PLC-beta3 inh: -3.2; ssDAF-12 act: -1.2; DAX1 inh-2: 0.6; PLCg1 inh: 2.2; hcDAF12 agonist: -2.1

What do the screens show for `Cc1ccc(C2C(=O)c3ccccc3C2=O)cc1`?
ADAM17 inh: -4.2; SMARCA2 activ: -1.2; MBD2 DNA inh: 2.7; DAX1 inh-1: 0.8; hgDAF12 agonist: -0.7; Rev-erbA mod: -1.6; PLC-beta3 inh: -7.2; ssDAF-12 act: -0.3; DAX1 inh-2: 0.1; PLCg1 inh: -4.2; hcDAF12 agonist: 4.1

What do the screens show for `COc1ccc2c(c1)CCN=C2Cc1ccc(OC)c(OC)c1`?
ADAM17 inh: -149.5; SMARCA2 activ: -1.7; MBD2 DNA inh: -1.4; DAX1 inh-1: 0.0; hgDAF12 agonist: -0.8; Rev-erbA mod: -2.4; PLC-beta3 inh: -223.1; ssDAF-12 act: -1.4; DAX1 inh-2: -0.8; PLCg1 inh: -216.2; hcDAF12 agonist: -2.6

What do the screens show for `CCc1ccc(C(=O)Nc2nc3ccccc3[nH]2)cc1`?
ADAM17 inh: -27.8; SMARCA2 activ: -7.5; MBD2 DNA inh: 10.9; DAX1 inh-1: -4.6; hgDAF12 agonist: -11.7; Rev-erbA mod: 4.1; PLC-beta3 inh: -26.4; ssDAF-12 act: -1.2; DAX1 inh-2: -1.4; PLCg1 inh: -12.7; hcDAF12 agonist: -4.0

What do the screens show for `CC(C)NC(=O)COc1nncc2ccccc12`?
ADAM17 inh: -2.3; SMARCA2 activ: 3.0; MBD2 DNA inh: 2.7; DAX1 inh-1: 2.9; hgDAF12 agonist: 3.0; Rev-erbA mod: -2.3; PLC-beta3 inh: -1.2; ssDAF-12 act: -2.1; DAX1 inh-2: 0.5; PLCg1 inh: 2.7; hcDAF12 agonist: -0.2

Results for N#Cc1c(-c2ccccc2)c(C#N)c2nc3ccccc3n2c1N ?
ADAM17 inh: -5.5; SMARCA2 activ: 0.3; MBD2 DNA inh: -8.0; DAX1 inh-1: -2.0; hgDAF12 agonist: -3.5; Rev-erbA mod: 1.3; PLC-beta3 inh: -60.5; ssDAF-12 act: -1.0; DAX1 inh-2: -0.6; PLCg1 inh: -63.4; hcDAF12 agonist: -0.3

Results for Cc1cc(C)c(NS(=O)(=O)c2ccc3c(c2)n(C)c(=O)n3C)c(C)c1 ?
ADAM17 inh: -1.9; SMARCA2 activ: -2.4; MBD2 DNA inh: -2.0; DAX1 inh-1: 2.4; hgDAF12 agonist: -2.8; Rev-erbA mod: -0.1; PLC-beta3 inh: -2.0; ssDAF-12 act: -1.1; DAX1 inh-2: -0.1; PLCg1 inh: 1.8; hcDAF12 agonist: 0.2

Results for CC(C)(C)NC(=O)CSc1nc(Cc2ccccc2)nc2ccccc12 ?
ADAM17 inh: -1.4; SMARCA2 activ: -3.5; MBD2 DNA inh: 8.6; DAX1 inh-1: -1.8; hgDAF12 agonist: -1.9; Rev-erbA mod: 7.6; PLC-beta3 inh: -8.9; ssDAF-12 act: -2.3; DAX1 inh-2: -0.1; PLCg1 inh: -0.8; hcDAF12 agonist: -3.2

What do the screens show for `O=C(O)CCCCCn1c(SCc2cc(=O)n3cc(Cl)ccc3n2)nc2ccsc2c1=O`?
ADAM17 inh: -2.5; SMARCA2 activ: 1.9; MBD2 DNA inh: -1.2; DAX1 inh-1: 0.1; hgDAF12 agonist: 1.2; Rev-erbA mod: -1.1; PLC-beta3 inh: -2.7; ssDAF-12 act: -1.8; DAX1 inh-2: 0.0; PLCg1 inh: -1.5; hcDAF12 agonist: 2.4

What do the screens show for `CC(NC(=O)Nc1ccc(Cl)cc1)c1ccccc1` (stereo unspecified)?
ADAM17 inh: 1.8; SMARCA2 activ: -2.7; MBD2 DNA inh: 3.0; DAX1 inh-1: 1.7; hgDAF12 agonist: -2.0; Rev-erbA mod: -0.3; PLC-beta3 inh: -0.8; ssDAF-12 act: -1.6; DAX1 inh-2: 0.1; PLCg1 inh: 3.1; hcDAF12 agonist: -2.4

What do the screens show for `O=C(CN1C(=O)CCS(=O)(=O)c2ccccc21)Nc1cccc(Cl)c1`?
ADAM17 inh: 1.3; SMARCA2 activ: -0.5; MBD2 DNA inh: -2.8; DAX1 inh-1: -0.8; hgDAF12 agonist: 0.2; Rev-erbA mod: -3.5; PLC-beta3 inh: 2.9; ssDAF-12 act: -1.2; DAX1 inh-2: 0.3; PLCg1 inh: 2.0; hcDAF12 agonist: -0.8

How did O=C(COC(=O)[C@@H]1CCCN1S(=O)(=O)c1ccc(Cl)cc1)NCC(F)(F)F do in these assays?
ADAM17 inh: -0.6; SMARCA2 activ: -0.2; MBD2 DNA inh: 0.2; DAX1 inh-1: 0.4; hgDAF12 agonist: -1.1; Rev-erbA mod: -2.1; PLC-beta3 inh: 0.8; ssDAF-12 act: -0.4; DAX1 inh-2: -0.1; PLCg1 inh: -2.0; hcDAF12 agonist: 0.7

Results for Cc1ccc(S(=O)(=O)N2c3ccccc3C[C@H]2CC=C(c2ccccc2)c2ccccc2)cc1 ?
ADAM17 inh: 2.5; MBD2 DNA inh: 0.8; hgDAF12 agonist: 1.6; Rev-erbA mod: 8.6; PLC-beta3 inh: 2.2; ssDAF-12 act: -1.3; PLCg1 inh: 1.0; hcDAF12 agonist: 2.5

What do the screens show for `Cc1cc(C(=O)COC(=O)c2n[nH]c3ccccc23)c(C)n1CC1CCCO1` (stereo unspecified)?
ADAM17 inh: -1.3; SMARCA2 activ: -2.8; MBD2 DNA inh: 1.1; DAX1 inh-1: -1.6; hgDAF12 agonist: -2.8; Rev-erbA mod: -3.1; PLC-beta3 inh: -1.0; ssDAF-12 act: -0.9; DAX1 inh-2: 0.1; PLCg1 inh: 0.3; hcDAF12 agonist: 5.2

Results for CNS(=O)(=O)c1ccc(NC(=O)c2csc(C)c2)cc1 ?
ADAM17 inh: -3.4; SMARCA2 activ: -1.7; MBD2 DNA inh: -4.6; DAX1 inh-1: 0.7; hgDAF12 agonist: -0.1; Rev-erbA mod: 6.0; PLC-beta3 inh: -6.5; ssDAF-12 act: -0.4; DAX1 inh-2: -1.2; PLCg1 inh: 4.9; hcDAF12 agonist: -1.6

What do the screens show for `COc1ccc(CN2CCN(Cc3cc4ccccc4o3)CC2CCO)c(F)c1` (stereo unspecified)?
ADAM17 inh: 1.3; SMARCA2 activ: -2.8; MBD2 DNA inh: 1.3; DAX1 inh-1: 0.5; hgDAF12 agonist: -3.0; Rev-erbA mod: -5.1; PLC-beta3 inh: -7.3; ssDAF-12 act: -1.6; DAX1 inh-2: -0.5; PLCg1 inh: 1.4; hcDAF12 agonist: 1.5
